MC4R antagonist: blocks human MC4R cAMP signaling; inhibition, % at 6.5 µM; P32245; MC4R-expressing cells, MTII-stimulated cAMP, LANCE TR-FRET; 0.48% of 360,000 active; AID 540295;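 active = inhibition above its plate's cutoff, the mean of tested wells on that plate plus 3 SD, cut at about 29% in these data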;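 note: 0% = Melanotan II alone and 100% = Melanotan II plus saturating MCL0020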
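Material – human MC4R-expressing U2OS cells · Repeats – no replicates · Detection – TR-FRET with Eu-cAMP and labeled anti-cAMP, 671 nm · Times – compound 30 min, challenge 1 h, detection 1 h · Compound – single nominal compound dose of 6.5 µM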
MC4R ag barr: agonists of human melanocortin 4 receptor (MC4R) beta-arrestin; P32245; U2OS MC4R beta-arrestin complementation, luminescence; percent of melanotan II response, DMSO zero; activation, % at 8.9 µM; 0.98% of 360,000 active;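 active = activation above a per-plate cutoff, the mean activation of sample wells on that plate plus 3 SD, cut at about 8% in these data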
Granule exo inh: blocks lytic granule exocytosis | inhibition, % at 10 µM | 0.66% of 360,000 active | AID 651702 | TALL-104 LAMP-1 surface exposure, flow cytometry; cells stimulated with thapsigargin and PMA;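 active = inhibition above about 55%, limit read from the data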
Cardio protect: myocardial damage modulation in H9c2 cells | H9c2 cardiomyocytes, H2O2 injury protection, ATPLite, 2 h | protection from H2O2 cell death, % at 20 µM | 0.63% of 360,000 active | AID 588492;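 active = compounds giving at least 50% protection of heart cells from peroxide-induced death in the single-dose screen, raw or plate-pattern-corrected value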;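 note: 0% = DMSO wells with peroxide and 100% = DMSO wells without peroxide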
ABHD5 PLIN5 PPI: ABHD5-PLIN5 protein interaction inhibition; Q00G26+Q8WTS1; Split G. princeps luciferase complementation, luminescence, 4 h; inhibition, % at 4 µM; 0.78% of 360,000 active; AID 602281;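 active = inhibition above the mean inhibition across every tested compound plus 3 SD, cut at about 22% in these data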;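 note: 0% = DMSO only wells and the 100% control is not disclosed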
HTR2A ag: activates the mouse 5-HT2A serotonin receptor | P35363 | CHO-K1 mHTR2A beta-arrestin complementation, luminescence; percent of 30 µM serotonin response | activation, % at 7.6 µM | 0.66% of 360,000 active;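 active = activation above a run cutoff, the mean activation of all tested compounds plus 3 SD, cut at about 14% in these data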;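 note: 0% = plate median of compound wells and 100% = 30 µM serotonin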
Glyco luc inh: N-linked glycosylation inhibition | reporter increase, % at 12.5 µM | D54 ERlucT glycosylation luciferase reporter, 24 h; percent of 100 nM tunicamycin response | 0.23% of 360,000 active;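 active = mean luciferase reporter signal, scaled so untreated is 0 and the glycosylation-blocking control 100, at or above a set limit in every replicate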;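 note: luciferase carries N-glycosylation sites so blocking glycosylation raises the light; 0% = median of neutral control wells and 100% = median of 100 nM tunicamycin wells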
CaV13 ICDI inh: Disruptors of the CACNA1D IQ motif to Ca2+-dependent inactivation inhibitor domain association, primary screening, Förster resonance energy transfer in intact living …; HEK cells, CFP/YFP FRET ICDI-IQ, plate reader, 10 min; percent FRET-ratio fall versus neutral wells; inhibition, % at 12.3 µM; 0.098% of 340,000 active; AID 743397;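 active = mean replicate inhibition of at least 30% and at least 1% of replicates passing that level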;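 note: 0% = median of the neutral control wells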
PDI turbidity: inhibitors of human protein disulfide isomerase | P07237 | PDI insulin aggregation turbidity, A650, 90 min | inhibition, % at 10 µM | 0.052% of 350,000 active;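 active = mean inhibition across replicates of 30% or more, whatever share of single replicates reach that level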;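 note: absorbance from insulin aggregation driven by PDI reduction with DTT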
ABCB6 inh 2: inhibitors of human ABC transporter ABCB6; K562-ABCB6 porphyrin accumulation, flow cytometry, 1 h; hits give low values; fluorescence ratio to DMSO, % at 10 µM; 0.19% of 360,000 active;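 active = fluorescence ratio to DMSO below 75%, the collection mean minus 3 SD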;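 note: signal is porphyrin accumulated inside mitochondria; 100% equals median channel fluorescence of DMSO control wells; lower ratio means ABCB6 inhibition with less porphyrin fluorescence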
Target sequence (Q9NP58 whole entry, looked up): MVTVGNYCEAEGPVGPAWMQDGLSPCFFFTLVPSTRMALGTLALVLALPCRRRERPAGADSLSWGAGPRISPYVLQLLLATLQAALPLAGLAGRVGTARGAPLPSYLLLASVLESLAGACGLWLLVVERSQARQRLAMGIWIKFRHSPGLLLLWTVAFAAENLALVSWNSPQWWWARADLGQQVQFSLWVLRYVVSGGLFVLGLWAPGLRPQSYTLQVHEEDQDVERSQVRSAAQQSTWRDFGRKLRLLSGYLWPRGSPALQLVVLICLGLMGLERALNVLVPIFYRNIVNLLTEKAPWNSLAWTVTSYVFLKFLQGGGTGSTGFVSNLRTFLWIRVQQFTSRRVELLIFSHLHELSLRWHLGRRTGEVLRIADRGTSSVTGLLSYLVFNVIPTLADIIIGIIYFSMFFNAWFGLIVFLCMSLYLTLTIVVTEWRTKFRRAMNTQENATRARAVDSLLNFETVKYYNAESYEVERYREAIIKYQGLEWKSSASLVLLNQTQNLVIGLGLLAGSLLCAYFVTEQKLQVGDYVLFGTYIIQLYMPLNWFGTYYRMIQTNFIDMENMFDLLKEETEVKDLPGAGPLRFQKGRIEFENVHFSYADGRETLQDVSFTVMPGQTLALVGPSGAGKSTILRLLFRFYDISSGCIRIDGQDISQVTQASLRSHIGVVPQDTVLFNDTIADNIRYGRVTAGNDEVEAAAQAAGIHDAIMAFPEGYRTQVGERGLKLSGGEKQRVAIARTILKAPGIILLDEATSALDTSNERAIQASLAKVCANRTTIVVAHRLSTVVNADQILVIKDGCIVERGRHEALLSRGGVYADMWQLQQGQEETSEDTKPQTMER
Active calls of the source: *; · = not tested or not shown. Rows were taken by chance. About 4.2% of those tested had a hit in this group.

SMILES | MC4R antagonist | MC4R ag barr | Granule exo inh | Cardio protect | ABHD5 PLIN5 PPI | HTR2A ag | Glyco luc inh | CaV13 ICDI inh | PDI turbidity | ABCB6 inh 2
CC(=O)c1ccc2c3c(ccc(O)c13)CC2 | -14 | -1.1 | -4 | 0 | 5 | 1 | 2 | -9 | 12 | 95
Cc1ccc(S(=O)(=O)SC/C=C/CSS(=O)(=O)c2ccc(C)cc2)cc1 | 11 | -0.9 | 78* | 10 | 2 | -4 | 2 | -15 | 11 | 94
COc1ccc(C2=C(C=Nc3c(C)n(C)n(-c4ccccc4)c3=O)C(c3ccccc3C)c3ccccc3O2)cc1OC (centres undefined) | 6 | -0.3 | -1 | -16 | -5 | 8 | -9 | -1 | 1 | 89
CCOCCCNC(=S)Nc1ccc2nc(N3CCOCC3)cc(C)c2c1 | 10 | 0.0 | 3 | -6 | -5 | -2 | 1 | -2 | -3 | 101
CS(=O)(=O)c1ccc(C(=O)Nc2ccccc2Cl)cc1 | 7 | -2.0 | -3 | -2 | 7 | 7 | 1 | -19 | -3 | 99
O=C(O)C(Cc1c[nH]c2ccccc12)N1C(=O)c2ccccc2C1=O (centres undefined) | 6 | 1.0 | -2 | 0 | 0 | 0 | -2 | -3 | -2 | 97
Cc1cc(C)c(O)c(-c2cc(C(=O)Nc3c(C)n(C)n(-c4ccccc4)c3=O)[nH]n2)c1 | -1 | -0.6 | -1 | -5 | 3 | 1 | -4 | 0 | 1 | 96
Cc1ccc(NC(=O)CSc2nnc(C)c(=O)n2N)c(C)c1 | 2 | -1.5 | -1 | -5 | 0 | 2 | 3 | -3 | 6 | 101
CCOC(=O)C1CCN(S(=O)(=O)c2cn(C)c(=O)n(C)c2=O)CC1 | 4 | -1.6 | -2 | -1 | -3 | -3 | 3 | -5 | · | 101
O=C(COC(=O)c1cnccn1)NCCc1ccc(Cl)cc1Cl | -2 | -1.9 | -1 | -1 | 4 | 5 | 1 | -6 | 2 | 93
Cc1ccc(S(=O)(=O)N2CCc3ccccc3C2)cc1C | 2 | 0.0 | 24 | -10 | 1 | 1 | -4 | -18 | -3 | 97
COc1ccc(C(=O)NCCn2cc(SCC(N)=O)c3ccccc32)cc1 | -5 | -1.8 | 0 | -3 | -10 | 16* | -1 | -4 | 16 | 92
Cc1cccc(NC(=O)c2cc(=O)[nH]c3ccccc23)c1 | 8 | -0.1 | -12 | 7 | -2 | 3 | -1 | -7 | 0 | 91
COc1ccc(/C=N\NC(=O)c2ccccc2OC)cc1COc1c(F)c(F)c(F)c(F)c1F | -3 | -2.8 | -2 | -2 | 0 | 7 | 0 | -5 | 14 | 94
Cc1nc(N2CCN(Cc3ccccc3)CC2)nc2c1C(=O)CC(c1ccco1)C2 (centres undefined) | -5 | -0.9 | 0 | -9 | -2 | 8 | -5 | -6 | -1 | 95
O=C(Nc1ccc(Cl)cc1)Nc1cc([N+](=O)[O-])ccc1F | 3 | -2.6 | 0 | -6 | -5 | -1 | 1 | -5 | -2 | 86
Cc1ccc(C)n1-c1nccc(-c2ccco2)n1 | 18 | 0.2 | -8 | -2 | 1 | 0 | 1 | -1 | 0 | 107
O=C(CCCc1ccccc1)NCc1cccnc1 | 8 | -2.8 | 0 | -1 | 4 | 0 | 1 | -6 | -2 | 102
COc1ccc(C(CC(=O)O)NC(=O)c2cc3cc(Br)ccc3oc2=O)cc1OC (centres undefined) | 2 | -1.1 | -1 | -1 | 6 | 10 | -1 | 10 | -1 | 96
CCc1ccc(-c2csc3nc[nH]c(=O)c23)cc1 | 15 | -0.4 | -8 | -8 | -8 | -5 | 0 | -5 | -4 | 104
CNC(C)C(=O)NC(C(=O)N1CCCC1C(=O)NNc1ccccc1)C(C)C (centres undefined) | 1 | -1.2 | 1 | 3 | -1 | 0 | 4 | -5 | 2 | 100
COC/C=C/C1=CC2=CC(=O)C(C)(OC(=O)C3CCCC3)C(=O)C2=CO1 (centres undefined) | 4 | -1.7 | 34 | 4 | 36* | 0 | 3 | -5 | 7 | 101
COc1ccc(NC(=O)CCN2CCN(c3ccc(F)cc3)CC2)cc1 | 7 | -0.3 | 5 | 3 | 7 | -9 | 1 | -18 | 17 | 83
Cc1cccc(Oc2cc(NC(=O)Cn3cnc([N+](=O)[O-])n3)cc([N+](=O)[O-])c2)c1 | 8 | 3.5 | 1 | -11 | -4 | -6 | 1 | -3 | -1 | 95
Cc1ccc(C(=O)C(OC(=O)CN2C(=O)c3ccccc3C2=O)c2ccccc2)cc1 (centres undefined) | -1 | -0.5 | 3 | 4 | -2 | -2 | 1 | · | 3 | 91

Compound profiles, as listed above. Values in the order: MC4R antagonist	MC4R ag barr	Granule exo inh	Cardio protect	ABHD5 PLIN5 PPI	HTR2A ag	Glyco luc inh	CaV13 ICDI inh	PDI turbidity	ABCB6 inh 2
Cc1ccc(NC(=O)CSc2nnc(C)c(=O)n2N)c(C)c1 is listed with 2	-1.5	-1	-5	0	2	3	-3	6	101
COc1ccc(NC(=O)CCN2CCN(c3ccc(F)cc3)CC2)cc1 is listed with 7	-0.3	5	3	7	-9	1	-18	17	83
O=C(CCCc1ccccc1)NCc1cccnc1 is listed with 8	-2.8	0	-1	4	0	1	-6	-2	102

Continued:
SMILES | MC4R antagonist | MC4R ag barr | Granule exo inh | Cardio protect | ABHD5 PLIN5 PPI | HTR2A ag | Glyco luc inh | CaV13 ICDI inh | PDI turbidity | ABCB6 inh 2
COc1ccc(NC(=O)CN2C(=O)CSC2=O)cc1 | 6 | 0.8 | -3 | -3 | 7 | 0 | 3 | 5 | 11 | 97
O=C(O)c1nn(-c2ccccc2C(F)(F)F)cc1O | 5 | -0.7 | 9 | 0 | -5 | 2 | 2 | -15 | 11 | 98
CC1(C)Oc2ccc(C(=O)N3CCCCC3)cc2N(CC(=O)NCc2ccccc2)C1=O | 10 | -3.2 | -4 | -1 | -1 | 5 | -1 | 0 | 10 | 90
CC(C)(C)SCCNS(=O)(=O)c1ccc(C#N)cc1 | 17 | 0.8 | -4 | -6 | -3 | 3 | 1 | -4 | 5 | 103
Cn1c(=O)[nH]c(=O)c2c1nc(CN1CCOCC1)n2CCCc1ccccc1 | 4 | 0.0 | -6 | -2 | 1 | 1 | 4 | -7 | · | 99
Cc1cc(NC(=O)CSCc2nc(-c3cccc(F)c3)oc2C)no1 | 2 | 0.2 | 6 | 0 | -1 | 11 | 1 | -6 | -13 | 101
O=C(COC(=O)C1CCN(c2ccc(C(F)(F)F)cn2)CC1)Nc1cc(F)ccc1F | 16 | 1.0 | 12 | -8 | -9 | 3 | 2 | -6 | -6 | 100
CC(=O)Nc1ccc(NC(=O)COc2ccc(-c3ccccc3)cc2)cc1 | 4 | -0.8 | 1 | -2 | 2 | 6 | 0 | · | -5 | 94
O=S(=O)(Cc1ccccc1)C(CCCc1ccccc1)S(=O)(=O)Cc1ccccc1 | 17 | 1.2 | -3 | -3 | -8 | -1 | -6 | -5 | 13 | 418
Cc1cc(C[n+]2cc(Cl)ccc2N)c2ncccc2c1 | 3 | -1.9 | 0 | -8 | -7 | -4 | 1 | -6 | -1 | 102
CSC(=NC#N)N1CCN(c2c(C)cccc2C)CC1 | -3 | 1.1 | 1 | 0 | -3 | 0 | 1 | -10 | 3 | 102
CCC(C)(C(=O)NC1CCCCC1)N(C)C(=O)c1ccccn1 (centres undefined) | 0 | 0.7 | -1 | 12 | -4 | -4 | 1 | · | -3 | 98
CC(=O)NS(=O)(=O)c1ccc(NC(=O)c2cc(-c3cccs3)nc3ccccc23)cc1 | -7 | 1.6 | -2 | 3 | 17 | 0 | 4 | -6 | -1 | 103
Clc1cccc(Cl)c1CO/N=C/c1c(-c2ccccc2)nc2n1CCS2 | 8 | 0.9 | -3 | -4 | -5 | -3 | -13 | -4 | -5 | 96
COc1cccc(-c2noc(Cn3nc(C)c([N+](=O)[O-])c3C)n2)c1 | 1 | -2.5 | -2 | 8 | 2 | 0 | 4 | -5 | 2 | 100
C=CCNC(=O)C1CC(=O)N(c2ccc(OCC(=O)Nc3ccc(OC)cc3)cc2)C1 (centres undefined) | 9 | -0.9 | -1 | 6 | 3 | -2 | -1 | -6 | -1 | 99
O=S(=O)(NNc1ccc(F)cc1F)c1cccc(Cl)c1 | 1 | 1.2 | 14 | -7 | 3 | 1 | 1 | -4 | 1 | 97
COc1ccc(NC(=O)CCC(=O)c2cccs2)cc1S(=O)(=O)Nc1ccc(Cl)cc1 | -5 | -1.3 | 1 | -4 | 10 | -2 | 12 | -17 | 16 | 96
CCOC(=O)/C=C/[C@H]1CCc2cccc(Cl)c2O1 | 4 | -0.8 | 2 | -14 | -10 | 3 | 0 | -5 | -5 | 108
CCOCCCNC(=O)c1ccc(OC)cc1 | 5 | -1.6 | -1 | 2 | -2 | -1 | 1 | -8 | -5 | 92
Cc1nnc2c3ccccc3c(-c3ccccc3)nn12 | 0 | -1.8 | 0 | -8 | -3 | -5 | 19 | -12 | -6 | 99
O=C(CCCNS(=O)(=O)c1cccs1)N1CCc2ccccc2C1 | -4 | -1.1 | -2 | -11 | -2 | -8 | 0 | -5 | -8 | 94
O=C(O)CN(c1cccc(C(F)(F)F)c1)S(=O)(=O)c1ccccc1 | 12 | -1.3 | -4 | 4 | 0 | 0 | 1 | -4 | 1 | 95
O=C(CSc1nc2c(c(=O)[nH]1)CCC2)Nc1cccc(Cl)c1 | -4 | 2.6 | -2 | 2 | 10 | 4 | 0 | -4 | -1 | 96
CCN1C(=O)/C(=C\N(C(C)=O)c2ccccc2)OC1=S | -3 | -0.5 | -1 | 3 | 10 | 0 | 3 | · | 10 | 96

Further results
SMILES | MC4R antagonist | MC4R ag barr | Granule exo inh | Cardio protect | ABHD5 PLIN5 PPI | HTR2A ag | Glyco luc inh | CaV13 ICDI inh | PDI turbidity | ABCB6 inh 2
COC(=O)C1CCN(Cc2ccc(OCCCN3CCN(c4ccc([N+](=O)[O-])cc4)CC3)cc2)CC1 | 17 | 1.4 | 14 | -14 | -1 | -5 | -6 | 1 | 2 | 103
CCOC(=O)c1ccc(-c2c(C(=O)OCC)oc3cc(O)c(CC)cc3c2=O)o1 | 7 | 2.7 | 0 | -8 | -9 | 3 | 0 | -3 | 0 | 95
Cc1ccc(/C=N/N=C2/NC(=O)C(CC(=O)Nc3ccccc3)S2)o1 (centres undefined) | 4 | 2.2 | 10 | 2 | 9 | 3 | -1 | -15 | 19 | 99
CCCCCN1CC(O)=C(c2nc3ccccc3[nH]2)C1=N | -18 | -0.2 | 3 | 0 | 5 | 2 | 1 | 5 | -4 | 102
COc1ccc(/C=N/NC(=O)C(=O)N2CCN(c3ccccc3OC)CC2)cc1 | -15 | -3.7 | -2 | 8 | 2 | -2 | 2 | -5 | -5 | 98
O=C(O)[C@H]1CCCC[C@H]1C(=O)Nc1ccc(Nc2ccccc2)cc1 | -4 | -2.3 | 0 | 5 | 9 | -10 | 3 | -4 | -5 | 95
O=C(Nc1ncc(Cc2ccccc2Cl)s1)c1ccc([N+](=O)[O-])cc1 | -3 | 3.6 | 0 | -10 | 3 | 6 | -9 | -3 | 0 | 92
CC(=O)Nc1ccc(S(=O)(=O)NCc2cc(=O)n(C)c(=O)n2C)cc1 | -1 | -2.2 | 0 | 2 | 0 | 6 | 4 | -2 | 7 | 100

High-throughput results (PubChem BioAssay)
